Screens deposited in PubChem by several laboratories.
FBA Mtb inh = Mtb FBA enzyme inhibitors, primary screen, biochemical, fluorescence, strain H37Rv; purified M. tuberculosis FBA, fluorescence read-out; inhibition, % at 1 µM; 360,000 compounds, 2.3% hits; in the data active = inhibition above about 27%;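 also: 0% = vehicle and 100% = reference inhibitor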
VHR inh abs = VHR1 phosphatase inhibitors, primary screen, biochemical, absorbance, uHTS; recombinant VHR phosphatase, pNPP absorbance; inhibition, % at 13.3 µM; 290,000 compounds, 0.52% hits; in the data active = inhibition above about 50%; also: some compounds called inactive have numbers as strong as hits
MazF activator = activators of E. coli MazEF toxin-antitoxin RNase, primary screen, biochemical, fluorescence, uHTS; Endoribonuclease toxin MazF (Escherichia coli (strain K12)), P0AE70; FAM/BHQ RNA-DNA oligo cleavage fluorescence, 5 h; activation, % at 20 µM; 350,000 compounds, 0.32% hits; in the data active = activation above about 50%
Target sequence (P0AE70 whole entry, looked up): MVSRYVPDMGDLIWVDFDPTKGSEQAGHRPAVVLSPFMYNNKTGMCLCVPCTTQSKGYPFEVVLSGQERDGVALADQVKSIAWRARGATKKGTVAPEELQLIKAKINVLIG
BH1578 lux ind = inducers of Vibrio cholerae quorum light production without autoinducers, primary screen, BH1578 luxS cqsA deficient, single point; AID 588436, 2011; 350,000 compounds, 0.16% hits; activation, % at 18.7 µM; V. cholerae BH1578 lux reporter, luminescence, 6 h; in the data active = activation mostly above about 9.7%, no sharp cut-off; also: not every result past the cut was called active; inactives centre near 0; reference of the scale not given here
Mtb UGM inh = M. tuberculosis UGM enzyme inhibitors, primary screen, biochemical, fluorescence polarization, single point; UDP-galactopyranose mutase (Mycobacterium tuberculosis (strain ATCC 25618 / H37Rv)), …; purified UGM, fluorescence polarization probe displacement; inhibition, % at 10 µM; 320,000 compounds, 0.06% hits; in the data active = inhibition above about 10%, passing the limit was not always enough
Target sequence (P9WIQ1 whole entry, looked up): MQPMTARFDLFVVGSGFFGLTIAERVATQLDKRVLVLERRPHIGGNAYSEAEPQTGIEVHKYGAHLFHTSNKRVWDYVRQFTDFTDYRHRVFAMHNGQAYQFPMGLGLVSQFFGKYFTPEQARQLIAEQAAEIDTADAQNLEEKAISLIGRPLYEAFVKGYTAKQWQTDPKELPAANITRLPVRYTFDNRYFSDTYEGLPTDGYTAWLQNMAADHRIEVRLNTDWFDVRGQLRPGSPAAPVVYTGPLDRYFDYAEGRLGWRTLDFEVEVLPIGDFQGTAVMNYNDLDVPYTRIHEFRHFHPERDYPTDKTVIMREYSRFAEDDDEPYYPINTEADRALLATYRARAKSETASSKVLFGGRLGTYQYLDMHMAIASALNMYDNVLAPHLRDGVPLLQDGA
GDH-TPI counter = GDH-TPI coupling enzyme inhibitors, primary screen, artefact control for M. tuberculosis FBA inhibitor project, biochemical, absorbance, full deck. GDH-TPI coupled enzyme counterscreen, NADH absorbance. inhibition, % at 4.8 µM. 360,000 compounds, 1.2% hits; in the data active = inhibition above about 30%;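 also: 0% = DMSO wells and 100% = wells lacking the enzyme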
PriA SSB inh = inhibitors of Klebsiella pneumoniae PriA binding to SSB C-terminal tail, primary screen, biochemical, AlphaScreen. AlphaScreen SSBct-PriA binding, biotinylated peptide. inhibition, % at 33 µM. 430,000 compounds, 0.6% hits. AID 1272365, 2023; in the data active = inhibition mostly above about 37%, no sharp cut-off; inactive = mostly below about 20%;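 also: plate controls were negative control peptide for no effect and reference peptide for full effect; strong numbers were not always called active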
Mtb BioA inh = M. tuberculosis BioA enzyme inhibitors, primary screen, biochemical, plate reader, single point, HTS; inhibition, % at 9.99 µM; 7,8-diaminopelargonic acid synthase BioA (Mycobacterium tuberculosis); 360,000 compounds, 0.096% hits; purified M. tuberculosis BioA enzyme; in the data active = inhibition above about 40%
3CLpro inhibitor = SARS-CoV 3CLpro protease inhibitors, primary screen, biochemical, quenched FRET. Replicase polyprotein 1ab (Severe acute respiratory syndrome coronavirus), P0C6X7. recombinant SARS-CoV 3CLpro, quenched FRET peptide cleavage. inhibition, % at 6 µM. 290,000 compounds, 0.14% hits. AID 1706, 2009; in the data active = inhibition above about 12%
Rv3671c protease = Rv3671c serine protease inhibitors, primary screen, biochemical, fluorescence polarization, M. tuberculosis H37Rv | P9WHR9 | inhibition, % at 5.96 µM | 320,000 compounds, 0.048% hits; in the data active = inhibition above about 38%;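 also: extracellular domain of Rv3671c used as enzyme; 0% = enzyme with DMSO and 100% = no enzyme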
Target sequence (P9WHR9 whole entry, looked up, the tested form may be a part): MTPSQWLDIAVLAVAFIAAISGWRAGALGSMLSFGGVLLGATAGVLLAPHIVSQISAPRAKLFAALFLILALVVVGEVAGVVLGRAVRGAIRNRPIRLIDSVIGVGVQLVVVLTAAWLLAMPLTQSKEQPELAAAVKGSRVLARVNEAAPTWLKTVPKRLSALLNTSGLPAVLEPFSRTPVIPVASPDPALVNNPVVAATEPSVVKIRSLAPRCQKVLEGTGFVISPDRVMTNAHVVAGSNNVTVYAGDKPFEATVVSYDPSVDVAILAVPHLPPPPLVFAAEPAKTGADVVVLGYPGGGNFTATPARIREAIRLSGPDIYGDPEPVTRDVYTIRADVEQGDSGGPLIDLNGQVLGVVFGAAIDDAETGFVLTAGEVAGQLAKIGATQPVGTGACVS
Numbers without * were called inactive; i = inactive; / = no result given; & = joins results of further samples; ! = a repeat was not active. These rows are one share of the data; the hit share may differ from the screen's.

mol	FBA Mtb inh	VHR inh abs	MazF activator	BH1578 lux ind	Mtb UGM inh	GDH-TPI counter	PriA SSB inh	Mtb BioA inh	3CLpro inhibitor	Rv3671c protease
N#Cc1nc(-c2ccco2)oc1N1CCN(c2cccc(Cl)c2)CC1	3	5	-4	i	1.2	8	50*	-2.1	0	2
N#Cc1c(NC(=S)NC(=O)c2ccccc2)sc2c1CCN(CCc1ccccc1)C2	/	-7	/	/	2.3	/	/	/	-9	-19
Cc1ccccc1NC(=S)/C(=C(\[O-])c1ccc(C)c([N+](=O)[O-])c1)[n+]1ccccc1	0	-10	7	-3.8	3.2	2	15	0.1	4	8
Clc1ccc(N2CCN(c3ncnc4c3oc3ccccc34)CC2)cc1	-1	50*	15	5.3	-1.9	-4	-1	-1.0	/	-3
O=C1NC(=O)N(Cc2ccccc2)C(=O)/C1=C\c1ccco1	2	17	4	-0.2	0.6	-2	5	/	1	-19
CC(=O)NS(=O)(=O)c1ccc(NC(=S)NC(=O)c2ccco2)cc1	-1	29	-6	14	3.9	7	-5	-3.1	4	6
CCOC(=O)/C(C#N)=C/c1cc(C)n(-c2ccc(Br)cc2)c1C	/	0	/	/	0.3	/	/	/	5	2
CCCc1cc(C(=O)NCc2cccs2)no1	-1	9	10	i	-1.3	10	-7	0.4	-5	-8
Cn1c(SCC(=O)N2CCOCC2)nnc1-c1cccc(NC(=O)c2ccccc2F)c1	0	8	7	-0.2	-3.1	-11	-14	-0.7	-3	-8
COc1cccc(-c2cccc(NC(=O)C3CCN(Cc4ccon4)CC3)c2)c1	-1	15	0	-0.3	-0.5	-5	1	5.1	-1	2
Cc1ccccc1C(c1ccccc1Cl)N(C)C (configuration not stated)	0	/	13	3.4	/	6	-4	-0.5	/	/
C#CCOCCOCCOCCNc1nc(N2CCN(C(=O)[C@H]([C@@H](C)O)n3cc(CCCCN)nn3)CC2)nc(N2CCN(C(=O)[C@H](CCCCN)n3cc(CC(C)O)nn3)CC2)n1 (some centres not stated)	-1	/	9	1.5	1.6	10	15	-0.3	/	3
Cc1cnc(C(=O)Nc2ccccc2-c2ccc(C)o2)cn1	0	-2	-5	-2.1	2.9	8	-9	0.9	2	2
CC(=O)Oc1ccc(C(=O)Nc2ccc(S(=O)(=O)N3CCOCC3)cc2)cc1	1	12	-28	i	-0.2	6	0	1.0	1	6
Cc1ccc(/C=N/n2c(COc3ccccc3)n[nH]c2=S)cc1	0	6	1	i	-0.3	13	/	-0.2	8	13
CCOc1ccc(NS(=O)(=O)c2cc(C(=O)N(CC)CC(=O)NCc3cccs3)ccc2C)cc1	-2	/	-2	i	0.6	-3	-3	1.6	/	-1
CCOC(=O)c1ccc(NC(=S)N2CCCC2c2ccc(OC)c(OC)c2)cc1 (configuration not stated)	2	7	0	-0.5	-2.4	14	-1	-0.5	1	6
CC(C)(C)c1ccccc1OCCOCCSc1ncccn1	2	2	-2	i	-3.9	5	-49	/	9	5
Nc1nonc1-c1noc(-c2ccc(Br)o2)n1	3	14	5	-0.3	-1.3	5	-11	-1.7	-2	-1
CC[N+]1(CC)CC2=Cc3c(ccc4ccccc34)CC2C1 (configuration not stated)	12	-10	4	/	0.8	0	0	-1.5	7	2
O=C(/C=C/c1cccc([N+](=O)[O-])c1)NC1CC2CCC1C2 (configuration not stated)	0	-1	11	-0.6	-0.1	0	10	/	-1	2
NC(=O)c1nn(-c2ccccc2)nc1NC(=O)CSc1nnnn1-c1ccc(Cl)cc1	13	0	21	-1.4	2.1	-3	2	-1.2	7	-28
CCc1noc(C)c1C(=O)NC1CCCc2c1cnn2-c1cc(C)cc(C)c1 (configuration not stated)	0	11	3	-0.1	4.3	0	-8	-0.4	-3	5
Cc1occc1C(=O)Nc1c(Cl)cccc1Cl	-2	14	2	0.5	-1.3	-6	-9	-1.7	0	2
O=C(NCc1ccco1)c1cccc(C(F)(F)F)c1	1	24	0	-2.9	0.5	-1	-7	-0.5	1	1
Cc1ccc(C(=O)Oc2ccc(C(=O)COC(=O)c3cnccn3)cc2)cc1	-1	33	0	4.2	-1.1	5	-9	-1.1	-4	5
CCc1cccc(CC)c1NC(=O)CN1C2CCCC1CC(NC(=O)Nc1cccc(OC)c1)C2 (configuration not stated)	4	-1	8	i	2.2	4	-8	/	2	0
COc1ccc2c(c1OC)C(=O)N1C2SC(C)(C)[C@H]1C(=O)NCCCOC(C)C (some centres not stated)	8	-13	2	1.7	1.3	8	10	-0.1	0	1
O=C(c1ccc2c(c1)OCCO2)N1CCCCC1	2	-5	5	-5.0	-1.2	2	-8	-1.0	-6	0
Cc1nc2ccccc2c2c1CC(C)S2 (configuration not stated)	2	-11	1	0.5	-0.3	4	-4	-0.2	1	-3
O=C(CSc1ccccc1C(=O)O)c1ccc(Cl)cc1	3	17	0	-8.3	-0.8	4	0	-1.7	2	2
CCC(C)NC(=O)c1ccc(C)c(NC(=O)C2=C(C)OCCS2)c1 (configuration not stated)	2	10	-1	-1.0	0.8	6	-3	1.4	1	5
O=C(NCc1ccc2c3c(cccc13)C(=O)N2)c1cccs1	2	8	1	i	/	10	-8	-0.1	-5	/
COc1cc(CNCc2ccccn2)ccc1OCC(=O)NC(C)(C)C	-1	-4	4	-0.6	1.6	-1	10	/	0	-4
CCOC(=O)c1nn(C)c2[nH]c(=O)n(C)c(=O)c12	5	/	1	i	/	10	-2	-0.8	/	/
Cc1nn(Cc2c(F)cccc2Cl)c(C)c1[N+](=O)[O-]	1	30	-10	1.0	3.1	3	-18	-1.7	-2	-15
Cc1ccccc1OCCCSc1nc2ccccc2[nH]1	0	0	-8	-0.2	-0.8	-10	-21	4.2	-1	-1
NS(=O)(=O)c1ccc(CCNC(=O)Nc2ccc(Cl)c(Cl)c2)cc1	-1	20	-6	-1.4	-2.5	7	7	2.7	6	-16
COc1ccc(CN2CCN(c3ccccn3)CC2)cc1OCc1ccccc1	0	14	-1	i	1.8	4	-3	0.9	-5	3
Nc1c([N+](=O)[O-])cc(F)c(N2CCNCC2)c1Br	-4	45	-5	-1.1	1.4	3	-1	-1.0	4	-1
CCCCn1c(/C=N/Nc2nc3ccccc3[nH]2)nc2ccccc21	-1	24	9	-0.2	-0.6	6	/	/	0	9
CCN(CC)c1ccc(C2Nc3cccc4cccc(c34)N2)cc1	0	-12	6	-0.6	-1.3	26	14	-1.7	0	-4
COc1ccc(Oc2nc(-c3ccncc3)nc3ccccc23)cc1	2	13	7	-0.4	1.0	4	-5	-1.5	2	5
CCOC(=O)C1=C(C)OC(N)=C(C#N)C1c1cc(F)ccc1F (configuration not stated)	-4	22	5	i	0.6	6	0	0.9	1	0
CSCCC(NC(=O)COc1ccccc1)C(=O)NCC(C)(C)N1CCOCC1 (configuration not stated)	-1	/	-4	-0.4	/	2	/	-0.9	/	/

Sorted by count of non-hydrogen atoms (falling): part of the list above.
mol	FBA Mtb inh	VHR inh abs	MazF activator	BH1578 lux ind	Mtb UGM inh	GDH-TPI counter	PriA SSB inh	Mtb BioA inh	3CLpro inhibitor	Rv3671c protease
CCc1cccc(CC)c1NC(=O)CN1C2CCCC1CC(NC(=O)Nc1cccc(OC)c1)C2 (configuration not stated)	4	-1	8	i	2.2	4	-8	/	2	0
CCC(C)NC(=O)c1ccc(C)c(NC(=O)C2=C(C)OCCS2)c1 (configuration not stated)	2	10	-1	-1.0	0.8	6	-3	1.4	1	5
O=C1NC(=O)N(Cc2ccccc2)C(=O)/C1=C\c1ccco1	2	17	4	-0.2	0.6	-2	5	/	1	-19
O=C(/C=C/c1cccc([N+](=O)[O-])c1)NC1CC2CCC1C2 (configuration not stated)	0	-1	11	-0.6	-0.1	0	10	/	-1	2
Cc1nc2ccccc2c2c1CC(C)S2 (configuration not stated)	2	-11	1	0.5	-0.3	4	-4	-0.2	1	-3

Further compounds.
mol	FBA Mtb inh	VHR inh abs	MazF activator	BH1578 lux ind	Mtb UGM inh	GDH-TPI counter	PriA SSB inh	Mtb BioA inh	3CLpro inhibitor	Rv3671c protease
Cc1ccc(NC(=O)CSCC(=O)NCc2cccc(C(F)(F)F)c2)cc1	-1	/	1	i	3.3	-10	2	0.6	/	-3
CC1CCN(C(=O)CN2C(=O)c3cccc4cccc(c34)C2=O)CC1	21	16	2	-0.2	1.6	35*	-8	-1.5	2	-9
Cc1nc2ccccc2c(=O)n1NC(=O)c1ccco1	4	13	6	-0.2	-0.9	3	-4	0.2	-5	3
O=[N+]([O-])c1ccccc1-c1ccc(C(=S)N2CCCCC2)o1	2	16	-4	i	1.3	20	-6&10	-3.5	-14	-4
CC(c1ccco1)N(C(=O)c1ccccc1NS(=O)(=O)c1ccc(Cl)c([N+](=O)[O-])c1)c1ccccn1 (configuration not stated)	3	-7	2	-0.4	-1.7	32*	16	-0.1	3	-14
O=C(COC(=O)/C=C/c1cccs1)NC1CCCCC1	-1	-2	2	-0.2	3.0	17	-3	0.2	-2	0
CCC(NC(=O)c1cc(COc2cc(C)c(Cl)c(C)c2)on1)c1ccncc1 (configuration not stated)	2	-4	0	-0.5	-0.5	3	-14	-0.6	3	-10
O=C(Nc1ccc(S(=O)(=O)N2CCCC2)cc1)C1CC(=O)N(c2ccc(F)cc2)C1 (configuration not stated)	-1	6	11	-0.5	0.0	0	1	-0.8	-2	-4
O=C(Nc1nnc(-c2ccc(Cl)cc2)o1)NC1CCCCC1	1	-16	2	i	4.8	6	-18	0.9	-1	-2
COCC(C)NC(=O)COc1nncc2ccccc12 (configuration not stated)	-1	12	0	0.0	-1.3	-1	-5	/	6	-16
CC(C)(C)n1nnnc1C(c1cccs1)N1CCN(Cc2ccccc2)CC1 (configuration not stated)	1	22	-1	-0.1	1.5	3	-8	1.8	-2	-6
CC1CCc2c(sc(Nc3nc4c(F)cccc4s3)c2C(N)=O)C1 (configuration not stated)	28*	7	25	-0.4	-0.5	15	51*!	/	-1	1
Cn1cc([N+](=O)[O-])c(C(=O)Nc2ccc(Br)cn2)n1	-2	25	-10	2.5	-1.1	-9	-17	-1.0	2	-10
CC(C)c1onc(C(=O)N2C(C)CCCC2C)c1[N+](=O)[O-] (configuration not stated)	1	-5	10	-0.3	2.4	2	1	/	2	-7
COc1ccc(CN2CCN(S(=O)(=O)c3ccc(C)cc3)CC2)cc1Br	1	-8	0	-0.2	2.4	0	9	-0.2	2	-1
O=C(Cc1cccs1)NCc1cccc(CNC(=O)Cc2cccs2)c1	1	24	-4	i	-0.7	4	2	-2.9	3	7
CCn1cc(C(=O)NC2CCCCCC2)c(=O)c2cc(S(=O)(=O)N3CCCCC3)ccc21	0	/	8	-0.2	0.0	14	-11	0.7	/	5
C#CCNC(=O)c1ccc2sc([C@@H]3O[C@H](CO)[C@H](O)[C@H](O)[C@H]3O)nc2c1	-2	/	/	0.6	/	4	/	0.0	/	/
COc1ccc2cc(Br)ccc2c1CC(=O)NC(C)C	0	35	4	i	-2.8	6	-16	/	0	12
